ASM inhibitor: human S-ASM enzyme inhibition | Potency, µM (series often up to 57.5 µM), without a hit: at the highest dose activity change, negative = inhibition, actives largely listed as inhibitors | placental ASM, HMU-PC fluorogenic substrate, 60 min | 340,000 compounds, 0.006% hits | P17405; also: potency is read from the fitted curve at half-maximal effect
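qHTS format. ASM enzyme prepared from human placenta hydrolyses the fluorogenic substrate HMU-PC0 (9 uM final) over 60 min at 37 °C after a 10 min compound preincubation.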
GALK inh: blocks human galactokinase activity | P51570 | Purified GALK, Kinase-Glo residual ATP luminescence | Potency, µM (series often up to 57.5 µM), inactives show top-dose activity change, negative = inhibition, actives largely listed as inhibitors | 270,000 compounds, 0.007% hits; also: potency is read from the fitted curve at half-maximal effect; % is scaled to controls: 0 for no effect and ±100 for the full control effect
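Quantitative HTS: GALK 5 nM, ATP 35 uM, galactose 100 uM, 1 h room temperature, then luciferase-based ATP detection.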
PKM2 activator: activators of human pyruvate kinase M2; P14618; purified PKM2, Kinase-Glo ATP luminescence, activation; response scale: 0% is enzyme alone, no compound; Potency, µM (top dose mostly 57.5 µM), for inactives: top-dose activation, actives largely listed as activators; 260,000 compounds, 0.34% hits; AID 1631; also: potency is read from the fitted curve at half-maximal effect; % is scaled to controls: 0 for no effect and ±100 for the full control effect; nearly all actives have a fitted effect of over 55% in size
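ATP formation by purified human PK-M2, quantified via coupled luciferase luminescence after 1 h at room temperature with 0.1 mM ADP and 0.5 mM PEP final.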
Eya2 phos inh: inhibitors of human Eya2 phosphatase activity; 330,000 compounds, 0.006% hits; recombinant Eya2, OMFP fluorescence dephosphorylation (OMFP is methylfluorescein phosphate); Potency, µM (doses to about 76.9 µM), inactives show at the top dose activity, negative = inhibition, most hits filed as inhibitors; O00167; AID 488837; also: potency is read from the fitted curve at half-maximal effect; % is scaled to controls: 0 for no effect and ±100 for the full control effect
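Eya2 protein (added as 0.2 uM solution) was preincubated with compound for 10 min at ambient temperature in 50 mM HEPES pH 7.5, 50 mM NaCl, 5 uM MgCl2, 0.05% BSA, 1 mM DTT. OMFP (added at 50 uM) then reacted 10 min; fluorescence read at 485/525 nm.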
BCR signal inh: inhibitors of chronic active B-cell receptor signaling; ABC-DLBCL IkBa-CBG/CBR reporter, luminescence ratio, 4 h; Potency, µM (doses to about 46.1 µM), without a hit: at the highest dose ratio change, negative = lower green/red ratio, most hits filed as inhibitors; 340,000 compounds, 0.05% hits; AID 493014; active = well fitted inhibition curve with a large enough effect in the signal ratio, with a control signal flat, not every such curve was filed as active; inconclusive = small, poorly fitted or top-dose-only effect, or effect the other way, or a change in a side signal; the % refers to the signal ratio;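 also: potency is read from the fitted curve at half-maximal effect; plate controls were basal doxycycline-induced cells for no effect and cells given 10 µM MG132 for full effect; MG132 reads +100%, hits lower the ratio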
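Doxycycline induced both beetle luciferases in TMD8 lymphoma cells; IKK-driven degradation limits the IkappaBalpha-fused green signal, while red luminescence normalises for cell number and nonspecific effects. Compounds tested up to 46 uM, 4 hrs.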
Mito fusion yeast: inhibitors of mitochondrial division or activators of mitochondrial fusion. S. cerevisiae fusion-defective mutant growth rescue, CellTiterGlo 48 h. Potency, µM (highest dose often 46.1 µM), without a hit: top-dose growth rescue (activation), most hits filed as activators. 320,000 compounds, 0.23% hits;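 also: potency is read from the fitted curve at half-maximal effect; % of control where 0% means no effect; nearly all actives have a fitted effect of over 45% in size; temperature-sensitive fusion mutants such as fzo1-1 at 37 °C on non-fermentable ethanol glycerol medium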
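Temperature-sensitive fusion-defective S. cerevisiae (e.g. fzo1-1, mgm1-5) were grown with compound in YPEG medium (3% ethanol, 3% glycerol) for 48 hours at 37C. Growth rescue was measured as viability by CellTiterGlo luminescence after 10 minutes at ambient.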
USP2a block: blocks human ubiquitin-specific protease USP2a. O75604. USP2 core, Ub-CHOP2 coupled fluorogenic reporter, 485/531. Potency, µM (series often up to 38.3 µM), for inactives: top-dose activity change, negative = inhibition, hits mostly inhibitors. 330,000 compounds, 0.01% hits;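 also: potency is read from the fitted curve at half-maximal effect; plate controls were DMSO wells for no effect and full inhibition by NEM control for full effect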
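Deubiquitinase activity read as fluorescence (485/531 nm) after Ub-CHOP2 cleavage activates the enterokinase reporter on its substrate; USP2 core 10nM, Ub-CHOP2 and substrate 25nM each, 30min compound preincubation then 60min RT; data normalized to NEM, curves fitted.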
TSHR antagonist: antagonists of human thyroid stimulating hormone receptor | TSHR-expressing cells, TSH-stimulated cAMP HTRF, 2 h; active compounds read low | activity change, negative = inhibition, % at 11.5 µM | 330,000 compounds, 0.2% hits | AID 504810;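 active = activity change below a set negative limit, meaning inhibition stronger than a set level, cut at about -70% in these data; inconclusive = activity change between two set negative limits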; also: % is scaled to controls: 0 for no effect and ±100 for the full control effect
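Cell-based HTRF cAMP assay; TSHR cells + compound, TSH EC80 (4nM final), 2 h, 37 deg C. Lysis with anti-cAMP cryptate and cAMP-d2, 30 min RT, read 665/620 nm.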
Menin-MLL TR inh: menin-MLL binding inhibition, Texas Red mutant peptide. Menin + Texas Red MLL mutant peptide, fluorescence polarization. AID 1768. Potency, µM (top dose mostly 61.6 µM), for inactives: at the highest dose FP activity change, negative = inhibition, hits mostly inhibitors. O00255. 270,000 compounds, 0.23% hits; active = well fitted inhibition curve with a large enough effect in the polarisation, with a control signal flat, not every such curve was filed as active; inconclusive = small, poorly fitted or top-dose-only effect, or effect the other way, or a change in a side signal; inactive = no such curve, though single readings can be large or run the other way; the % refers to the polarisation; also: potency is read from the fitted curve at half-maximal effect; % of control where 0% means no effect; many of its hits are not listed in these tables
MBNL1-CUG inh: inhibitors of human MBNL1 binding to CUG repeat RNA; TR-FRET MBNL1-His/biotin-(CUG)12 binding, 665/545 ratio; Potency, µM (highest dose often 57.5 µM), without a hit: at the top dose activity change, negative = inhibition, most hits filed as inhibitors; 280,000 compounds, 0.036% hits; active = well fitted inhibition curve with a large enough effect in the signal ratio, with a control signal flat, not every such curve was filed as active; inconclusive = small, poorly fitted or top-dose-only effect, or effect the other way, or a change in a side signal; inactive = no such curve, though single readings can be large or run the other way; the % refers to the signal ratio; also: potency is read from the fitted curve at half-maximal effect; % is scaled to controls: 0 for no effect and ±100 for the full control effect
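MBNL1-His + Biotin-(CUG)12, cpd titration 92 nM–58 uM; Tb anti-His Ab 0.055 ng/ul, SA-XL665 5 nM (final); 60 min RT; ratiometric 665/545 nm, Ex 340 nm; normalized to buffer and full-complex controls.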
KCNH2 WT inh: KCNH2 (human, wildtype) channel inhibition | U2OS, BacMam KCNH2, thallium flux FluxOr; active compounds read low | Q12809 | activity change, % at 1.84 µM | 340,000 compounds, 0.37% hits | AID 720551;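 active = maximum activity change below -70%; inconclusive = maximum activity change between -70% and -50%; inactive = maximum activity change above -50%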; also: % is scaled to controls: 0 for no effect and ±100 for the full control effect
Target sequence (Q12809 whole entry, looked up): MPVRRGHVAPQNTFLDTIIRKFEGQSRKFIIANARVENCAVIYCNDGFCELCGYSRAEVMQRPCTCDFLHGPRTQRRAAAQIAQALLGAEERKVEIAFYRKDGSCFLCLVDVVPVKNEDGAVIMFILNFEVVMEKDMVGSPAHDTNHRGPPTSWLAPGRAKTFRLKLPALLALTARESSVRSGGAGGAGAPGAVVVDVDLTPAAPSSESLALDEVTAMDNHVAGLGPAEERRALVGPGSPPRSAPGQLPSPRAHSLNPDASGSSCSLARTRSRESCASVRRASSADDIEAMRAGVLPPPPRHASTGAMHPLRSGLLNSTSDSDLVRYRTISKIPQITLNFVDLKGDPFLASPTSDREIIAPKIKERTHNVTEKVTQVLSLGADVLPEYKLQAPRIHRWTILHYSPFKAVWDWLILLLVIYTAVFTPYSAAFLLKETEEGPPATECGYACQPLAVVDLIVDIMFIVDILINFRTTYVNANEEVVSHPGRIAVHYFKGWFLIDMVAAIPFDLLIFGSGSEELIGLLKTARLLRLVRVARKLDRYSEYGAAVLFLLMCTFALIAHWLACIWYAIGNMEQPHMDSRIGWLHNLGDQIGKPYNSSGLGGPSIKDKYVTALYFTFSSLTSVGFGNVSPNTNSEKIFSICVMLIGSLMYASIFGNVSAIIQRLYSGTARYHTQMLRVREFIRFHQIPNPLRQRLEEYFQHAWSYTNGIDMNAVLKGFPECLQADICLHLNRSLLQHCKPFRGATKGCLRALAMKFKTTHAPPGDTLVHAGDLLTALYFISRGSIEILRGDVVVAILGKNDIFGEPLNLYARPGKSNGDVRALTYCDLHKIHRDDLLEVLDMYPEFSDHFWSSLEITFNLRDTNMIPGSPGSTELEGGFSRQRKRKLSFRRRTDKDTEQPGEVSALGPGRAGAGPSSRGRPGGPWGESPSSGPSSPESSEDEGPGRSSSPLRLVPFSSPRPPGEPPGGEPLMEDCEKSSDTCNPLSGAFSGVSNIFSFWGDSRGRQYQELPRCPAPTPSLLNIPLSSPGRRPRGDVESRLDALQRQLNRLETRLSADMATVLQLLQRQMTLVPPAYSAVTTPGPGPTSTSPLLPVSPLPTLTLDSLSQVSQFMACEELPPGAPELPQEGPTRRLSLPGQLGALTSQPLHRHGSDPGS
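U2OS cells were transduced with wild-type KCNH2 virus (2.03 x 10^8 / mL) for 4 h at room temperature, then cultured overnight at 37 C. Thallium flux was read with FluxOr dye. Rate constants were normalized to DMSO controls.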
Active calls of the source: *; i = inactive; u = inconclusive; x = no result given; [ ] = remark or other dose. Unless noted, calls follow the shape of the dose curve; as a rule, active = well fitted curve in the direction sought with a large enough effect; inconclusive = small, poorly fitted or top-dose-only effect, or another doubt; inactive = no such curve, though single readings can be large; an effect the other way counts as inactive or inconclusive. The list is partial; rates above refer to the full screens.

SMILES | ASM inhibitor | GALK inh | PKM2 activator | Eya2 phos inh | BCR signal inh | Mito fusion yeast | USP2a block | TSHR antagonist | Menin-MLL TR inh | MBNL1-CUG inh | KCNH2 WT inh
CC(=O)CN1C(=O)NC2(CCCc3ccccc32)C1=O (stereo not drawn) | 1% | x | x | 1% | 2% | -6% | -1% | 0 | 6% | 0% | 1
CCCCn1c(N)c(N(CCOC)C(=O)c2ccc(F)c(S(=O)(=O)N3CCOCC3)c2)c(=O)[nH]c1=O | -3% | x | x | 1% | 9% | 2% | 0% | -9 | x | x | -10
Cc1ccc(C)c(NC(=O)c2ccccc2C(=O)c2ccccc2)c1 | x | -2% | -4% | 1% | u | -1% | -1% | 5 | 3% | 21% | x
Cc1ccc(C(=O)OCC(=O)N2CCCCCC2)c(O)c1 | -2% | x | x | 10% | u | 4% | 4% | 31 | x | x | 1
Cc1ccc(O)c(CNc2nccs2)c1 | 8% | -2% | 1%[11.5 µM] | -2% | 4% | -3% | 3% | -7 | 17% | -7% | -4
Cc1cccc(N(CC(=O)Nc2ccc(CC#N)cc2)S(C)(=O)=O)c1 | -1% | 1% | 12% | -18% | -2% | 0% | 0% | 7 | 5% | -7% | -4
Cc1cc(NS(=O)(=O)c2ccc(NC(=S)NC(=O)c3ccc(F)cc3Cl)cc2)no1 | -7% | 0% | 3% | 5% | 13% | 4% | -8% | 7 | 7% | -11% | -7
CCC(C)NS(=O)(=O)c1ccc(OCC(=O)Nc2ccc3c(c2)OCCO3)cc1 (stereo not drawn) | -1% | -1% | 2% | 3% | 2% | -2% | 3% | -2 | 10% | -8% | 9
Cn1c(CN2CCCCC2)nc2cc(NC(=O)c3cccc(Br)c3)ccc21 | 11% | 2% | 5% | 1% | u | -1% | -2% | -8 | -3% | -14% | 7
C[C@H](NC(=O)c1ccco1)C(=O)OCC(=O)N1CC(=O)Nc2ccccc21 | 4% | x | x | -5% | 2% | x | -2% | -1 | x | x | -7
O=C(NCCCn1ccnc1)c1c(F)cccc1F | 8% | -3% | 5% | 8% | 0% | -1% | 3% | 17 | x | -3% | u
CC(C)N(C(=O)[C@H]1CC(CC(=O)NCc2ccco2)C(=O)N2CCc3c([nH]c4ccccc34)[C@]12C)C(C)C (stereo partly drawn) | 0% | x | x | -12% | 0% | x | -1% | -6 | x | x | -1
Cc1c(-c2ccccc2)c(=O)oc2cc(O)ccc12 | i | 0% | 3%[0.46 µM] | -17% | u | u | 1% | -6 | 3% | 16% | -7
c1ccc(-c2nnc(CSc3nncs3)o2)cc1 | 5% | 0% | 1% | 1% | u | 8% | 2% | 5 | -14% | -4% | -4
CCOc1ccccc1N(CC)C(=O)c1nn(C)c2c1CSc1ccccc1-2 | 1% | 7% | 3%[0.46 µM] | 3% | -3% | 11% | -4% | -2 | -12% | 1% | 10
Cc1nccn1CCCN1C(=O)OC2(CCCCC2)C1(C)O (stereo not drawn) | 2% | 3% | -17% | -3% | 2% | -5% | -4% | 8 | 7% | u | 2
Cn1nnc(NC(=O)c2ccc([N+](=O)[O-])cc2Cl)n1 | 4% | 4% | -3% | -3% | 7% | 1% | 2% | 18 | 3% | u | -2
CC(=O)Oc1ccc2nc(-c3ccco3)oc(=O)c2c1 | 0% | -8% | 3% | 7% | u | -1% | 4% | 13 | -3% | -7% | -7
CC1=CC(C)(C)Nc2ccc(C)cc21 | 80%[activator] | 3% | 3% | 10% | 0% | -4% | 2% | 13 | -5% | -12% | -14
CC(C)(C)c1ccc(NC(=O)C2=CN3CCS(=O)(=O)N=C3C=C2)cc1 | -2% | x | x | -17% | -13% | -3% | 6% | 2 | x | x | 4
CCc1ccc2c(CC(=O)Nc3nnc(C4CC4)s3)coc2c1 | -1% | -3% | 1% | 3% | u | -2% | 1% | 10 | -11% | -15% | 2
COC(=O)[C@@]12CCCCN1[C@H](c1ccc(-c3cccc(Cl)c3)c(OC)c1)[C@H]1C(=O)N(C)C(=O)[C@H]12 | -7% | x | x | -15% | 1% | u | 2% | -12 | x | x | 26
CCOc1cc(C(=O)OCC(=O)NC(C)c2ccccc2)ccc1OCC(=O)N1CCOCC1 (stereo not drawn) | 1% | -1% | -4% | 7% | u | 8% | 2% | 9 | 4% | -14% | 0
CC(C)CNC(=S)N(CCCO)Cc1cc2cc3c(cc2[nH]c1=O)OCO3 | 31%[activator] | -8% | -6% | -25% | -2% | 0% | 0% | -1 | 0% | u | 20
COc1ccc(C(=O)N2CCN(c3ccc(NC(=O)c4cccs4)cc3)CC2)cc1 | -6% | 2% | -3% | -15% | -1% | 0% | 0% | 6 | 9% | 5% | 12
CCCN(CCC)CCCNC(=O)c1cc2cc3ccc(Cl)cc3nc2o1 | 4% | 2% | x | u | 3% | -4% | 3% | -3 | -9% | u | -2
O=C(NCc1nc2ccccc2[nH]1)C1=C[C@H](c2ccc(C(F)(F)F)cc2)C[C@H](OCc2ccc(CO)cc2)O1 | -12% | 0% | -4% | -13% | u | 7% | -1% | -1 | -8% | 15% | -1
COc1cccc(NC(=O)CCc2ccccc2)c1 | 6% | x | x | 20% | u | -1% | -4% | 51 | x | x | -4
O=C(/C(=C/c1ccccc1Cl)c1ccccc1)N1CCOCC1 | 0% | 4% | 1% | 5% | -7% | 10% | 2% | 0 | -6% | -2% | 5
CCOC(=O)c1cc2cc([N+](=O)[O-])cc(OC)c2oc1=O | -1% | 4% | 4% | 8% | -1% | 4% | 1% | -6 | 7% | u | -4
CCOc1ccc(S(=O)(=O)N(C)c2ccc(OCC(=O)Nc3nc4ccccc4s3)cc2)cc1 | -3% | 1% | 2% | -1% | 7% | 9% | 2% | -37 | -30% | -3% | 0
O=C(c1ccccc1)N(CCO)Cc1cc2cc3c(cc2[nH]c1=O)OCCO3 | 67%[activator] | -1% | -2% | -12% | 0% | 0% | 10% | 3 | 12% | -1% | -6
CC1CCCC(NC(=O)CN2CCN(Cc3ccc(Cl)cc3)C2=O)C1C (stereo not drawn) | -1% | 3% | -1% | 8% | -3% | -2% | 6% | -2 | -3% | 6% | 4
Cc1ccc(C23CC4CC(CC(C(=O)N(C)C)(C4)C2)C3)cc1 | -3% | x | x | -5% | 2% | 25% | -5% | -12 | u | -7% | -5
CSc1cccc(CN2CCCC(C(=O)Nc3cccc(-n4cccn4)c3)C2)c1 (stereo not drawn) | 7% | -4% | 6% | 4% | 7% | 8% | 1% | 40 | x | -8% | 10
CCn1c(SCC(=O)N2CCCc3ccccc32)nc2cccnc21 | 2% | 1% | 4% | 0% | 20% | 7% | 0% | -3 | -25% | -3% | 6
CCCc1nnc(NC(=O)CCC(=O)Nc2ccc(F)cc2)s1 | -2% | 9% | -2% | 22% | -1% | 2% | 4% | 4 | 3% | -3% | 5
Cc1sc2ncnc(NCC3(N4CCOCC4)CCCCC3)c2c1C | 1% | 0% | -12% | 6% | 11% | -3% | 1% | 4 | -7% | -22% | -19
CC(=O)c1ccc(OC(=O)N(c2ccccc2)c2ccccc2)cc1 | -10% | 4% | 3% | -9% | u | 1% | -4% | -4 | -7% | 2% | 4
CCOC(=O)N1CCC(NC(=O)c2ccc3c(c2)N(Cc2ccc(F)cc2)CCS3)CC1 | 459%[activator] | 1% | 7% | 13% | 0% | 10% | 0% | -27 | 0% | u | 3
CC(=O)Nc1ccc(NC(=O)Nc2cc(C)cc(C)c2)cc1 | 2% | 2% | -1% | -3% | 0% | 1% | 0% | -4 | x | 0% | -3
O=C(C1CCCO1)N1CCN(C(=S)Nc2ccc(Cl)cc2Cl)CC1 (stereo not drawn) | -6% | 2% | -5% | -12% | 7% | 6% | -3% | 9 | 19% | x | 8
O=C(COC(=O)c1ccc(F)cc1F)Nc1cc(S(=O)(=O)N2CCOCC2)ccc1Cl | -1% | x | x | 0% | -3% | 4% | 1% | -17 | x | x | -1

Screening results as filed in PubChem BioAssay.
